Source: PubChem BioAssay
tim23-1 inh: tim23-1 yeast growth inhibition; S. cerevisiae tim23-1 growth, BacTiter-Glo luminescence, 24 h; inhibition, % at 20 µM; hit rate 1.3% among 330,000;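 active = growth inhibition of the mutant yeast at or above 50%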;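 note: temperature-sensitive mutant grown at 25 °C; plate controls were DMSO-treated mutant yeast for no effect and medium wells lacking yeast for full effect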
MIN6 prolif: induces beta-cell replication in MIN6 cells; MIN6 cells proliferation, ATPlite luminescence, 48 h; cells starved in 0.2% serum; 100% = growth in 10% serum; proliferation, % at 10 µM; hit rate 0.29% among 330,000; AID 2380;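 active = compounds whose signal lies at least 3.5 SD above the mean of all wells on their plate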;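 note: 0% = DMSO-treated cells in low-serum medium and 100% = 10% serum control; some compounds called inactive have numbers as strong as hits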
NALP3 yeast inh: blocks the NALP3 inflammasome reconstituted in yeast; Yeast reconstituted NLRP3/ASC/caspase-1, beta-gal luminescence, 24 h; inhibition, % at 10 µM; hit rate 0.39% among 330,000;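 active = inhibition of 50% or more; inactive = inhibition below 50%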;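 note: plate controls were induced DMSO wells for no effect and uninduced yeast grown without galactose for full effect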
NR3A LBD binder: modulators (binders) of human NR3A ligand-binding domain; NR3A LBD differential scanning fluorimetry, Tm shift; 0% = protein alone, 100% = glycine-bound protein; Tm shift relative to glycine control, % at 25 µM; hit rate 2.5% among 340,000; AID 1259313;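 active = melting temperature shift of at least 10% of the positive control shift, at one fixed dose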
APJ antagonist: APJ receptor antagonism | AID 2521 | CHO-K1 APJ beta-arrestin complementation, luminescence | P35414 | hit rate 0.32% among 330,000 | inhibition, % at 20 µM;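 active = inhibition above about 40% at 20 µM, limit read from the data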;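 note: cells challenged with 10 nM apelin-13 agonist together with compound; plate controls were apelin-13 plus DMSO wells for no effect and DMSO wells lacking apelin-13 for full effect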
Target sequence (P35414 whole entry, looked up): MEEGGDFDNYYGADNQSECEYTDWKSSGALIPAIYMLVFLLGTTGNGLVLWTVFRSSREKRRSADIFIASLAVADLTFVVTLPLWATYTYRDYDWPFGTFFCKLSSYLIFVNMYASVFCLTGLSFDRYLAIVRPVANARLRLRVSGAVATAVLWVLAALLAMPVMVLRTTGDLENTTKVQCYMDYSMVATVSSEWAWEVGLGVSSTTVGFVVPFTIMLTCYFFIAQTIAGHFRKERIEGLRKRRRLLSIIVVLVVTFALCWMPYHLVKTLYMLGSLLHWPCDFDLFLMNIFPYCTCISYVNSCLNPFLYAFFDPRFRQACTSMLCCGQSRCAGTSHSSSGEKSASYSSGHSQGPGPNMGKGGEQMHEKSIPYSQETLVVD
MPTP block: blocks calcium-induced mitochondrial swelling; inhibition, % at 10 µM; hit rate 1.4% among 360,000; isolated mouse mitochondria, Ca2+ swelling absorbance, 30 min; AID 602449;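 active = inhibition of 50% or more, scaled per plate between neutral and stimulator controls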;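 note: 0% = DMSO wells given calcium and 100% = 1 mM EGTA wells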
TIM10 inh: growth inhibitors of TIM10 yeast strain. S. cerevisiae TIM10 strain growth, BacTiter-Glo luminescence, 24 h. hit rate 1.4% among 330,000. inhibition, % at 10 µM;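 active = inhibition of 40% or more at the single tested concentration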;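 note: wild-type TIM10 isogenic control strain grown at permissive 25 °C; 0% = DMSO yeast wells and 100% = minimal medium wells without yeast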
tim10-1 inh: inhibits growth of tim10-1 mutant yeast. S. cerevisiae tim10-1 ts strain growth, BacTiter-Glo, 24 h. inhibition, % at 20 µM. hit rate 2.2% among 330,000;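 active = inhibition of at least 40%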;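 note: mutant grown at 25 °C; 0% = DMSO wells with yeast and 100% = wells holding no yeast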
APJ agonist: activates the human apelin receptor APJ; hit rate 0.11% among 330,000; AID 2520; P35414; CHO-K1 APJ PathHunter beta-arrestin, luminescence; 0% DMSO wells, 100% apelin; activation, % at 20 µM;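 active = activation more than six SD over the plate average, tested at 20 µM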;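 note: 0% = DMSO alone and 100% = apelin-13 at 10 nM; some results filed as inactive read as strong as hits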
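Assay system: CHO-K1 cells stably expressing ProLink-tagged human APJ and arrestin–beta-gal acceptor. Compound dosing: 20 µM single point, 1% DMSO. Times: 16-18 h seeding, 90 min dark compound exposure, 60 min detection. Detection: beta-gal luminescence. Evaluation: APJ–arrestin association signal. Controls: negative DMSO alone, positive Apelin-13 at 10 nM.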
* hit, by the source's call; nt = not tested or not shown. A portion of the library; count on the stated rates, not on these rows.

SMILES	tim23-1 inh	MIN6 prolif	NALP3 yeast inh	NR3A LBD binder	APJ antagonist	MPTP block	TIM10 inh	tim10-1 inh	APJ agonist
O=c1[nH]c(=S)n(Cc2ccc(F)cc2)c(O)c1C=NCc1cccnc1	8	0	36	-4	-3	0.0	-11	25	-1
CC1CCN(C(=O)CCl)CC1	10	2	8	-1	8	0.6	3	9	2
COc1ccc(CCn2c(O)c(C=NCc3cccnc3)c(=O)[nH]c2=O)cc1OC	-1	-2	30	1	7	-0.3	-3	-4	0
CCC(=O)c1c(O)n(C2CCCCCC2)c(=O)[nH]c1=O	-7	-1	9	2	-3	-0.7	7	-12	-5
CCCCNc1ccncc1S(=O)(=O)NC(=O)NC(C)C	10	2	10	0	6	0.1	5	3	-4
O=C(COc1ccc(Br)cc1)N1CCN(Cc2ccc3c(c2)OCO3)CC1	19	-3	15	0	-8	-0.6	3	7	-1
CCCCn1c(O)c(C(C)=NCc2ccc3c(c2)OCO3)c(=O)[nH]c1=O	7	-2	5	-4	-4	2.6	-9	5	-4
CCOC(=O)c1ccc2[nH]c(-c3ccc(S(=O)(=O)F)cc3)cc(=O)c2c1	-7	-3	-18	24*	8	0.0	-2	24	-4
O=C1NC(=O)C(CCc2ccncc2)(CCc2ccncc2)C(=O)N1CCc1ccccc1	4	-2	30	-2	13	0.0	-8	4	-1
CCCC(CCC)C(=O)OC[N+](C)(C)CCOC(=O)C(O)(c1ccccc1)C1CCCC1 (configuration not stated)	-11	-1	7	0	19	1.6	12	1	-1
CCN(CC)c1ccc(N=Cc2c(O)n(CCC3=CCCCC3)c(=O)[nH]c2=O)cc1	-4	0	9	-3	-2	9.9	0	-22	1
C=CCn1c(O)c(/C=N/N2CCCCC2)c(=O)[nH]c1=O	-7	-1	15	-2	9	0.4	11	-3	3
C=CCN(CC#CCOc1ccccc1OC)CC=C	-11	-2	18	nt	12	nt	3	9	-4
O=c1[nH]c(=O)n(-c2cccc(Cl)c2)c(O)c1C=NCCCN1CCOCC1	-9	1	20	0	17	2.6	2	14	-4
COc1ccc(OC)c(CC(=O)O)c1	1	2	-1	-1	-9	-0.3	1	10	-4
CCOc1ccc(N=Cc2c(O)n(Cc3ccccc3)c(=S)[nH]c2=O)cc1	-12	-4	12	1	8	7.5	-2	-5	0
O=C(c1ccncc1)C12CN3CN(CN(C3)C1)C2	7	0	23	3	-22	0.2	-18	1	8
COc1ccc(-n2nc(C(=O)NCC(=O)N3CCC4(CC3)OCCO4)c3ccccc3c2=O)cc1	11	0	1	0	-12	0.1	-9	24	0
Cc1ccc(S(=O)(=O)N2CCN(C(=O)COC(=O)Cc3ccccc3)CC2)c(C)c1	24	2	8	-2	6	0.6	7	11	1
O=C1NC(=O)C2(Cc3ccccc3N3CCOCC32)C(=O)N1c1ccccc1 (configuration not stated)	-2	0	14	-8	9	-1.2	7	13	-5
C=CCn1c(O)c(C(C)=NCCN2CCCCC2)c(=O)[nH]c1=O	17	-5	13	0	18	-1.1	-3	1	2
COc1ccc(C(CNC(=O)CCc2ccsc2)N(C)C)cc1 (configuration not stated)	0	0	-6	0	7	-0.2	11	-9	-2
CCCC(=O)NC(Oc1ccccc1Cl)C(Cl)(Cl)Cl (configuration not stated)	4	-3	17	0	17	1.1	-17	-6	3
CC1CN(c2ccc([N+](=O)[O-])c3cccnc23)CC(C)N1 (configuration not stated)	11	-2	-2	0	-16	-7.4	3	16	0
CCOC(=O)C1(CCc2ccccc2)CCN(Cc2csc(C(C)=O)c2)CC1	9	-1	35	3	-24	1.8	-3	20	-2
Cc1nc2c(c(C)nn2-c2ccccc2)c(C)c1CCC(=O)N1CCC2(CC1)OCCO2	19	-4	18	0	8	-1.4	17	18	-6
CC(C)CN1CCN(Cc2ccccc2C(F)(F)F)CC1CCO (configuration not stated)	0	0	9	-2	-10	-3.8	-6	-2	-3
Cc1ccccc1CC(=O)N(CCN(C)C)CC1CCCN(Cc2ccccc2F)C1 (configuration not stated)	9	-1	20	-1	10	-0.2	-1	8	-1
FC(F)(F)c1ccc2c(c1)N(CCCN1CCN(CCCl)CC1)c1ccccc1S2	47	-4	10	-26	0	14	25	33	-3
Cn1c(O)c(C2=NN(C(=O)CCl)C(c3ccccc3)C2)c(=O)n(C)c1=O (configuration not stated)	-4	-2	19	1	22	1.3	4	-6	1
CC(=O)NCC(=O)Nc1ccc(Br)cc1C(=O)c1ccccc1	3	-2	6	-1	-21	-1.0	-5	-6	2
CC1(C)C(c2ccccc2)=NC(c2cccnc2)N1O (configuration not stated)	16	-2	14	-2	-26	-1.7	15	-2	5
C/C(CCc1c[nH]c2ccccc12)=N\O	1	-3	-2	0	1	-2.4	6	-1	-5
COc1ccccc1N1C(=O)NC(=O)C2(Cc3cc(C)ccc3N(C)C2)C1=O (configuration not stated)	16	-1	11	0	-12	0.4	7	9	-3
COC(=O)C1=C(c2ccc(F)cc2OCc2ccccc2)C[C@@H]2CC[C@H]1N2C(=O)NCc1ccc(F)cc1	32	-6	-1	-1	-4	-1.8	4	12	-6
CN(C)CC#CCOCCOCCC#N	-4	0	2	-1	9	-2.1	3	-8	-2
O=c1[nH]c(=O)n(Cc2ccccc2)c(O)c1/C=N/NCCO	1	2	7	1	4	0.3	-1	9	2
CCC(C)C(NC(=O)CCCNC(=O)CCC(=O)OC1O[C@H]2OC3(C)CC[C@H]4[C@H](C)CCC(C1C)C24OO3)C(=O)O (some centres not stated)	17	-5	-6	nt	-40	-1.0	11	25	12
Cc1c(N=Nc2c(O)[nH]c(=S)[nH]c2=O)c(=O)n(-c2ccccc2)n1C	8	0	16	2	14	1.7	-13	10	1
C=C(C)c1cccc(C(C)(C)NC(=O)NC2CN3CCC2CC3)c1 (configuration not stated)	2	-1	5	0	0	0.4	-1	16	0

Part of the list above in order of formula weight, rising:
SMILES	tim23-1 inh	MIN6 prolif	NALP3 yeast inh	NR3A LBD binder	APJ antagonist	MPTP block	TIM10 inh	tim10-1 inh	APJ agonist
CCCCNc1ccncc1S(=O)(=O)NC(=O)NC(C)C	10	2	10	0	6	0.1	5	3	-4
CCCC(=O)NC(Oc1ccccc1Cl)C(Cl)(Cl)Cl (configuration not stated)	4	-3	17	0	17	1.1	-17	-6	3
CCOc1ccc(N=Cc2c(O)n(Cc3ccccc3)c(=S)[nH]c2=O)cc1	-12	-4	12	1	8	7.5	-2	-5	0
FC(F)(F)c1ccc2c(c1)N(CCCN1CCN(CCCl)CC1)c1ccccc1S2	47	-4	10	-26	0	14	25	33	-3

Continued.
SMILES	tim23-1 inh	MIN6 prolif	NALP3 yeast inh	NR3A LBD binder	APJ antagonist	MPTP block	TIM10 inh	tim10-1 inh	APJ agonist
Cc1[nH]c2ccccc2c1C(=O)CN1CC=C(c2ccccc2)CC1	9	-2	-3	-2	-7	0.1	12	27	-1
CCOC(=O)c1c(-c2ccc(OC)cc2)oc2ccc(OC(=O)N(C)C)cc12	11	-5	10	1	9	-0.8	2	0	1
Cc1cc(C)cc(N2C(=O)NC(=O)/C(=C\c3cccn3-c3ccc(Cl)cc3)C2=O)c1	-3	-7	-4	2	10	3.6	2	-43	12
CN1C(=O)C(C2c3ccccc3C(=O)N2Cc2ccc([N+](=O)[O-])cc2)C(=O)N(C)C1=O (configuration not stated)	-7	6	5	-3	3	-2.0	6	0	-3
CC(C(=O)Nc1ccc(Br)cc1C(=O)c1ccccc1)N1CCOCC1 (configuration not stated)	13	-1	15	-4	3	1.2	27	41*	-3
COc1cccc(OC)c1C(=O)Nc1nc(N)n(-c2ccccc2)n1	4	-2	6	2	2	-0.8	1	-8	-2
CCC(=O)CC(c1ccc([N+](=O)[O-])cc1)c1c(O)c2ccccc2oc1=O (configuration not stated)	21	-4	10	2	11	2.6	-5	7	4
Cc1ccc(Cl)cc1N1CCN(CCN)CC1	-3	0	59*	-3	-20	78*	-10	9	1
COc1ccc(C(=O)C2CCCN(Cc3cnc(C)s3)C2)cc1OC (configuration not stated)	5	1	9	-2	11	2.6	5	1	-3
COc1cc(N2CCOCC2)ccc1/C=C1\C(=O)NC(=O)N(Cc2cccs2)C1=O	7	-3	-1	2	2	14	-2	4	-4
CCC(=NCc1ccco1)c1c(O)n(-c2ccccc2C)c(=O)[nH]c1=O	15	2	29	-2	3	0.8	8	5	-5
COc1ccc(CNCCc2c[nH]c3ccccc23)cc1OC	-5	3	1	0	-5	0.3	10	2	-5
CNP(=O)(Oc1ccccc1)OC12CC3CC(CC(C3)C1)C2 (configuration not stated)	29	-4	-5	-2	-7	-0.2	24	23	-1
COC(=O)C1=C(c2cccc(OCc3ccccc3)c2)C[C@@H]2CC[C@H]1N2C(=O)NCc1cccc(OC)c1	29	-7	-1	-2	-4	-1.6	-2	16	-4
Cc1cccc(NC(=S)N2CC3CC(C2)c2cccc(=O)n2C3)c1C (configuration not stated)	-4	0	-6	0	-29	-0.9	-13	10	-4
CCn1c(C)c(C(=O)O)c2cc(OC)ccc21	7	-2	14	0	10	-2.1	-3	-1	-7
CC(=NCc1cccnc1)c1c(O)n(Cc2ccccc2)c(=O)[nH]c1=O	-2	0	10	-2	16	-2.2	-3	-1	-3
O=C1NC(=O)C2(Cc3cc([N+](=O)[O-])ccc3N3CCN(C(=O)c4ccccc4)CC32)C(=O)N1 (configuration not stated)	14	4	11	3	6	0.7	3	8	-1

Full records, looked up by structure.
Entry for `CCOC(=O)c1c(-c2ccc(OC)cc2)oc2ccc(OC(=O)N(C)C)cc12` : tim23-1 inh = 11; MIN6 prolif = -5; NALP3 yeast inh = 10; NR3A LBD binder = 1; APJ antagonist = 9; MPTP block = -0.8; TIM10 inh = 2; tim10-1 inh = 0; APJ agonist = 1
Entry for `Cc1cc(C)cc(N2C(=O)NC(=O)/C(=C\c3cccn3-c3ccc(Cl)cc3)C2=O)c1` : tim23-1 inh = -3; MIN6 prolif = -7; NALP3 yeast inh = -4; NR3A LBD binder = 2; APJ antagonist = 10; MPTP block = 3.6; TIM10 inh = 2; tim10-1 inh = -43; APJ agonist = 12
